High-throughput results deposited in PubChem by National Center for Advancing Translational Sciences (NCATS).
D2 potentiator: HTS Assay for Positive Allosteric Modulators of the Human D2 Dopamine Receptor: Primary Screen for Potentiators; hit rate 0.34% among 340,000; potentiation, % at 10 µM; AID 485347, 2010; HEK293 T-REx D2, calcium flux, EC20 dopamine potentiation; D(2) dopamine receptor (Homo sapiens), P14416;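 active = potentiation over 3 SD above the plate norm, cut at about 30% in these data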; also: 0% is about no effect
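Potentiation of an EC20 dopamine calcium response measured kinetically over 180 s, after a preceding 180 s compound-only read flagging agonists. Cells: inducible Hek293 Trex D2 line, 4000/well, cultured overnight at 30 C before dye loading.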
D1 PAM: Potentiators of Human D1 Dopamine Receptor: qHTS. HEK293 TREx D1 cells, calcium flux, dopamine EC20 potentiation. potentiation, % at 10 µM. hit rate 0.036% among 360,000; in the data active = potentiation above about 30%; also: 0% is about no effect
Glioma ERSR ind: qHTS for Inducers of the Endoplasmic Reticulum Stress Response (ERSR) in Human Glioma: qHTS. U87-MG GRP78 promoter luciferase reporter, 16 h. Potency, µM, for the others: at the highest dose activation, actives largely listed as activators. hit rate 0.02% among 420,000; also: potency is read from the fitted curve at half-maximal effect; series mostly up to about 76 µM; % of control where 0% means no effect; nearly all actives have a fitted effect of over 35% in size
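ERSR induction read as luciferase luminescence (Bright-Glo, 10 min at room temperature) in stably transfected human U87-MG glioma cells exposed to compounds for 16 h, using GRP78 as sensor.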
RXFP1 agonist: qHTS Assay for Agonists of the Relaxin Receptor RXFP1 | hit rate 0.3% among 370,000 | Relaxin receptor 1 (Homo sapiens), Q9HBX9 | HEK293T-RXFP1 cAMP TR-FRET, 30 min; response scale: percent of porcine relaxin response, buffer zero | Potency, µM (doses to about 57.5 µM), inactives show top-dose activation, actives largely listed as activators | AID 2676, 2010; also: potency is read from the fitted curve at half-maximal effect; % is scaled to controls: 0 for no effect and ±100 for the full control effect; nearly all actives have a fitted effect of over 60% in size; many of its hits are not listed in these tables
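HEK293 cells stably expressing RXFP1, treated 30 min at 37C with compounds plus PDE4 inhibitor Ro 20174; cAMP measured by HTRF TR-FRET. Normalized to buffer and 29 nM porcine relaxin; EC50 by Hill fit.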
D1 agonist: Allosteric Agonists of the Human D1 Dopamine Receptor: qHTS. D(1A) dopamine receptor (Homo sapiens), P21728. HEK293 T-REx D1 cells, calcium flux, agonist mode. activation, % at 2 µM. hit rate 1% among 360,000. AID 504660, 2011; in the data active = activation above about 30%; also: 0% is about no effect
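Agonism was scored from calcium flux recorded over 180 s (1 read/s) after pintool compound addition, following a 10-cycle baseline. Cells were inducible force-coupled HEK293 TREx D1, plated overnight at 30 C and loaded with no-wash calcium dye.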
Vif-APOBEC3F blk: qHTS for Inhibitors of Vif-A3F Interactions: qHTS. HeLa A3F-eYFP + Vif (tagged APOBEC3F with the HIV-1 protein that degrades it), YFP fluorescence increase. Potency, µM (top dose mostly 46.1 µM), without a hit: at the top dose activity, negative = active. hit rate 0.2% among 390,000. AID 602313, 2012; also: potency is read from the fitted curve at half-maximal effect; % of control where 0% means no effect; nearly all actives have a fitted effect of over 65% in size
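HeLa cells stably expressing Vif plus C-terminally eYFP-tagged A3F were seeded, incubated overnight at 37 deg C, dosed with compound, incubated overnight again at 37 deg C. Yellow fluorescence (Ex 488/Em 500-530) reported blocked Vif-mediated A3F-eYFP degradation.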
RXFP1 antag: qHTS Assay for Antagonists of the Relaxin Receptor RXFP1. Relaxin receptor 1 (Homo sapiens), Q9HBX9. HEK293-RXFP1, relaxin-stimulated cAMP HTRF, 30 min; active compounds read low. activity change, negative = inhibition, % at 57.5 µM. hit rate 0.59% among 350,000. AID 1259400, 2018;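 active = activity change of -60% or lower, but not beyond a set lower limit; inconclusive = change between -60% and -40%, or beyond the set limit; inactive = change above -40%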; also: % is scaled to controls: 0 for no effect and ±100 for the full control effect
D1 antagonist: Antagonist of Human D 1 Dopamine Receptor: qHTS | activity change, negative = inhibition, % at 10 µM | D(1A) dopamine receptor (Homo sapiens), P21728 | hit rate 3.2% among 360,000 | AID 504652, 2011 | HEK293 TREx D1 cells, calcium flux, dopamine EC80; active compounds read low; in the data active = activity change below about -30%; also: % is scaled to controls: 0 for no effect and ±100 for the full control effect
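Cells carrying a force-coupled, tetracycline-inducible human D1 receptor report calcium flux. Each well gets a 10 s baseline, compound with 180 s monitoring, then an EC80 dopamine stimulus with a second 180 s kinetic read.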
Vif-APOBEC3G blk: qHTS for Inhibitors of Vif-A3G Interactions: qHTS; DNA dC->dU-editing enzyme APOBEC-3G (Homo sapiens), Q9HC16; HeLa A3G-eYFP + Vif (tagged APOBEC3G with the HIV-1 protein that degrades it), YFP fluorescence, overnight; Potency, µM (doses to about 46.1 µM), for the others: at the top dose activity, negative = active, most hits filed as inhibitors; hit rate 0.076% among 410,000;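 also: potency is read from the fitted curve at half-maximal effect; % is scaled to controls: 0 for no effect and ±100 for the full control effect; nearly all actives have a fitted effect of over 60% in size; hits raise eYFP signal because A3G escapes Vif-driven loss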
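HeLa cells stably expressing Vif and C-terminally eYFP-tagged A3G, seeded overnight at 37 deg C, then exposed to compound by pintool overnight at 37 deg C. Rise in yellow fluorescence (Ex 488/Em 500-530, Acumen) marks blocked Vif-driven A3G degradation.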
Active calls of the source: *; ? = inconclusive; nt = no result given; & = joins results of further samples. Unless noted, calls follow the shape of the dose curve; as a rule, active = well fitted curve in the direction sought with a large enough effect; inconclusive = small, poorly fitted or top-dose-only effect, or another doubt; inactive = no such curve, though single readings can be large; an effect the other way counts as inactive or inconclusive.

SMILES | D2 potentiator | D1 PAM | Glioma ERSR ind | RXFP1 agonist | D1 agonist | Vif-APOBEC3F blk | RXFP1 antag | D1 antagonist | Vif-APOBEC3G blk
CN1CCN(c2ccc([N+](=O)[O-])c(N/N=C3\CN4CCC3CC4)c2)CC1 | 0 | -3 | 0% | -1.5% | 0 | -3% | -1 | -9 | 3%
Nc1ccc(Sc2ccc(N)cc2)cc1 | nt | nt | -1%&2% | nt | nt | 2% | -4&-25 | nt | -2%
CC/C(=C\C=C\[C@@H]1C=C[C@@H]2CCC[C@H]2[C@@H]1C(=O)c1ccc[nH]1)[C@@H]1O[C@@H]([C@@H](C)C(=O)O)CC[C@@H]1C | -18 | -7 | ? | -0.5% | 29 | nt | ? | -60* | 1%
C[C@]12CCC(=O)C=C1CC[C@@H]1[C@@H]2C(=O)C[C@]2(C)C(=O)CC[C@@H]12 | -5 | 1 | -2% | 7.2% | 1 | 1% | nt | -12 | 1%
Cc1sc2c(c1C)C(c1ccc(C(C)(C)C)cc1)=NCC(=O)N2CC(=O)Nc1nccs1 | -6 | 4 | -7% | 0.4% | 3 | -9% | -20 | 2 | -3%
Cc1ccc2c(c1)C1CN(C)CCC1N2C(=O)c1cccnc1Cl (centres undefined) | 5 | -5 | 4% | 0.0% | 1 | -9% | -2 | 9 | 0%
CN(C)c1nc(-c2ccccc2)[n+](C)s1 | nt | -3 | 0% | 2.4% | 3 | -5% | 3 | -10 | 3%
CCC1=Nc2cc(C(=O)N3CCC4(CC3)OCCO4)ccc2Sc2ccccc21 | -4 | -3 | -3% | 0.0% | 2 | 1% | -10 | 0 | -1%
C=CCn1c(O)c(C=NC2CCN(Cc3ccccc3)CC2)c(=O)[nH]c1=O | -8 | -6 | 0% | 0.9% | 0 | -4% | 1 | 10 | -1%
CC(Cc1ccccc1)NC(=O)CN1CCCC1=O (centres undefined) | -1 | -9 | -3% | 0.8% | 4 | 8% | 0 | 8 | 1%
O=C(C(Cc1ccccc1)NS(=O)(=O)c1ccc(F)cc1)N1CCC2(CC1)OCCO2 (centres undefined) | -3 | 7 | -4% | -0.8% | 0 | 0% | -4 | 5 | 1%
COC(=O)c1cc(COc2cc(C)cc3oc(=O)c4c(c23)CCC4)c(C)o1 | 12 | -1 | nt | 6.4% | 4 | nt | nt | -3 | nt
NCCc1nc2ccccc2s1 | 4 | 0 | -3% | -0.9% | 3 | -1% | 0 | -2 | -5%
CC1CCCN(CC(=O)c2ccc(Cl)c(Cl)c2)C1 (centres undefined) | -4 | 4 | -3% | 3.6% | 2 | -19% | 2 | 11 | -2%
CCC(=O)C1=C(c2cccc([N+](=O)[O-])c2)N(C(=O)CC)n2c(nnc2C2CCCCC2)S1 | -4 | -2 | -2% | 1.6% | 4 | ? | -8 | nt | -10%
Cc1ccccc1NC(=O)N1Cc2ccccc2-n2nncc2C1 | nt | nt | -3% | nt | nt | -5% | 3 | nt | 1%
O=C(CN1CCCCC1)c1ccccc1F | nt | -4 | 1% | 0.0% | 2 | -6% | 7 | 0 | 0%
CCCCCCCCc1ccc(O)cc1 | nt | nt | 0%&2% | 1.9% | nt | -3% | 26 | nt | -1%
CCN1CCN(C(=O)Cc2ccccc2OC)CC1 | 5 | 6 | -3% | 0.8% | 12 | 20% | -1 | -4 | -6%
CC1CN2C(=O)C1(c1ccccc1)C(=O)NC2=S (centres undefined) | nt | nt | -2% | nt | nt | -4% | 6 | nt | 1%
CCCCCc1nc2c(c(=O)c3ccccc3n2C)c(=O)n1C1CCCCCC1 | -15 | 7 | -6% | 2.1% | 191* | ? | 10 | -55* | -21%
COc1cccc(N2C(=O)NC(=O)C3(Cc4cc(C)ccc4N(C)C3)C2=O)c1 (centres undefined) | 1 | -3 | 4% | 0.6% | 0 | 1% | -8 | 5 | -9%
Nc1cc(Cl)c2nonc2c1[N+](=O)[O-] | -1 | 0 | -15% | 5.1% | 1 | 1% | -24 | -32* | ?
CCSC(=O)N1CCCCCC1 | -4 | 0 | -2% | 1.3% | -1 | -1% | nt | nt | 3%
O=C1NC(=O)C(CCc2ccccn2)(Cc2ccc3c(c2)OCO3)C(=O)N1CCc1ccccc1 (centres undefined) | 7 | 0 | -4% | -0.1% | 6 | -14% | -10 | 2 | -5%
CC12C(C(=O)O)C1(c1ccccc1)C2C(=O)O (centres undefined) | nt | nt | -8% | nt | nt | -13% | -6 | nt | 1%
C=C1C2C[C@H](O)C(C)(C)[C@@]2(O)[C@H](O)C[C@]23C[C@@](C)(O)[C@H](CC[C@H]12)[C@H]3OC(C)=O (some centres undefined) | -4 | -3 | -5% | -0.6% | 0 | 2% | nt | -34* | 4%
NC(=Nc1ccccc1)Nc1ccccc1 | -17 | -1 | ? | 2.2% | 90* | 0% | 0&-2&-23 | -26 | 0%
CC1CNCCN1c1ccc(Cl)cc1 (centres undefined) | nt | nt | 0% | nt | nt | -7% | -12 | nt | 1%
O=C1NS(=O)c2cc([N+](=O)[O-])cc([N+](=O)[O-])c21 (centres undefined) | -8 | 1 | -5% | -1.4% | 3 | 2% | 13 | 1 | 0%
CN1C(=O)C(=Cc2coc3ccccc3c2=O)C(=O)N(C)C1=O | nt | -1 | -3% | 2.3% | 3 | -4% | -1 | 3 | -2%
COC(=O)C1=C(N)Oc2c(c(=O)oc3ccccc23)[C@]12C(=O)N(C)c1ccccc12 | 4 | 5 | -3% | -0.1% | 2 | -1% | -13 | -3 | 0%
CCOC(=O)C1=C(C)OC(N)=C(C#N)C12C(=O)Nc1ccc(C)cc12 (centres undefined) | -11 | -4 | -4% | 0.0% | 3 | 5% | -1 | 5 | -1%
CC1(C)CN(S(=O)(=O)OCC(Cl)(Cl)Cl)C(=O)N1 | 7 | 3 | -1% | 2.0% | 1 | -2% | nt | -4 | 0%
CC(C)CNc1c2c(nc3ccccc13)CCC2 | 5 | -4 | -5% | 4.6% | 9 | 14% | 2 | -12 | 5%
CCN(CC)C(=O)c1ccc(NC(=O)c2cccc(S(=O)(=O)N3CCN(C)CC3)c2)cc1 | -6 | -19 | -4% | 0.8% | 4 | 5% | -5 | -19 | 1%
CCC(=Nc1ccc2c(c1)CCC2)c1c(O)n(-c2ccc(OC)cc2)c(=O)[nH]c1=O | nt | -12 | -3% | 2.8% | 7 | 1% | -2 | -5 | -1%
COc1ccc(-c2nc3ccccc3c(=O)n2-c2cccnc2)cc1 | 12 | 4 | -2% | 1.4% | 1 | 7% | 7 | 12 | 0%
O=C(c1cc2c(s1)-c1ccccc1OC2)N1CCC2(CC1)OCCO2 | 2 | 1 | 5% | 6.1% | 3 | -12% | 1 | -8 | ?
COc1ccc(CN2CCN(Cc3ccccc3)CC2)c(OC)c1 | -19 | -12 | -1% | 3.1% | 2 | 0% | 3 | -4 | -3%

Overlap with the part before: two compounds, then new ones.
SMILES | D2 potentiator | D1 PAM | Glioma ERSR ind | RXFP1 agonist | D1 agonist | Vif-APOBEC3F blk | RXFP1 antag | D1 antagonist | Vif-APOBEC3G blk
O=C(c1cc2c(s1)-c1ccccc1OC2)N1CCC2(CC1)OCCO2 | 2 | 1 | 5% | 6.1% | 3 | -12% | 1 | -8 | ?
COc1ccc(CN2CCN(Cc3ccccc3)CC2)c(OC)c1 | -19 | -12 | -1% | 3.1% | 2 | 0% | 3 | -4 | -3%
CC(C)CCn1c(N)c(C(=O)NCc2cccs2)c2nc3ccccc3nc21 | 9 | 6 | -3% | -2.4% | 0 | -22% | -1 | -1 | 0%
CN1CCN(Cc2cc(=O)n3ccsc3n2)CC1 | -2 | -5 | -9% | 0.1% | 2 | 3% | -1 | 6 | -3%
COc1ccc2c(c1OC)C(=O)O[C@@H]2[C@H]1c2cc3c(cc2CCN1C)OCO3 | -3 | -6 | -4% | -0.1% | -2 | 2% | nt | -7 | 0%
O=C(Nc1ccon1)c1cccn(Cc2cccc(Cl)c2)c1=O | -5 | -3 | 1% | 2.4% | 1 | 2% | -5 | 12 | 6%
O=c1[nH]c(=O)n(Cc2ccc(F)cc2)c(O)c1C=Nc1ccc(Cl)cc1 | -6 | -5 | -4% | 0.5% | 3 | -20% | 3 | -1 | 11%
COc1cccc(N2C(=O)NC(=O)/C(=C\c3cn(C)c4ccccc34)C2=O)c1 | -5 | 5 | -1% | 17% | 25 | -19% | 1 | -8 | -1%
COc1ccc(C2SCC(=O)Nc3c2c(=O)[nH]n3C2CCCCC2)cc1 (centres undefined) | 1 | -2 | -6% | 0.6% | -1 | 8% | -6 | 6 | 2%
COCCNC(=O)N1[C@H]2CC[C@@H]1C(C(=O)OC)=C(c1cccc(C#N)c1)C2 | 13 | 7 | -2% | -2.1% | 1 | -18% | nt | -5 | 1%
CC(=O)NN1C(=O)c2ccccc2NC1c1cccnc1 (centres undefined) | nt | -2 | -2% | 2.4% | 0 | 1% | 3 | 0 | 0%
COc1cc2c(cc1OC)CC[N+](C)=C2 | 10 | 0 | -3% | 9.6% | -4 | -1% | nt | -15 | 2%
O=C(c1ccccc1F)N1C[C@H]2C[C@@H](C1)c1cccc(=O)n1C2 | 6 | 4 | -2% | 0.0% | 0 | -8% | nt | -13 | -1%
COc1ccc(C(O)(c2ccccc2)c2ccncc2)cc1 (centres undefined) | nt | nt | -3% | nt | nt | 12% | -10 | nt | ?
O=C(O)C(Cc1cnc[nH]1)NS(=O)(=O)c1ccc(Br)cc1 (centres undefined) | -2 | -3 | -4% | 0.0% | 2 | -28% | 4 | 0 | 0%

Not all compounds are listed. The share of hits here may be higher or lower than overall.
